eIF4E 4G PPI: blocks eIF4E binding to eIF4G. P63073+Q04637. TR-FRET eIF4E-eIF4GI(517-606) binding, 2 h. inhibition, % at 21.7 µM. 220,000 tested, 0.37% active;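 active means inhibition above about 30%, limit read from the data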;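 further: 0% = full FRET control wells and 100% = background wells lacking eIF4GI fragment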
Calpain2 inh: blocks pig calpain II enzyme activity | inhibition, % at 16 µM | AID 1236 | purified calpain II, fluorogenic peptide substrate, 30 min | 220,000 tested, 0.37% active;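 active means inhibition above about 50%, limit read from the data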
EBV gp42 inh: blocks Epstein-Barr virus glycoprotein 42 binding; Fluorescence polarization binding assay, mP read-out; inhibition, % (tested at 21.74 µM); 220,000 tested, 0.42% active; in the data active means inhibition above about 50%
Target sequence (Q1HVG2 whole entry, looked up): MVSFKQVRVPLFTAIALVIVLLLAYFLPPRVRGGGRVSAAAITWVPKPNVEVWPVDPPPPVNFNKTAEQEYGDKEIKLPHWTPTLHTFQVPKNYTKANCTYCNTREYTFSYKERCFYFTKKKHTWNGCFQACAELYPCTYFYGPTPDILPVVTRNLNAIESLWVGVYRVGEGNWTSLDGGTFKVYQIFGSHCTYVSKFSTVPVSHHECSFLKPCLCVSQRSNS
Rad51 HR inh: Rad51 (human) homologous recombination inhibition; inhibition, % at 10 µM; 200,000 tested, 0.085% active; hRad51 DNA strand exchange, fluorescence dequenching; Q06609; AID 1385;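 active means inhibition above 40% at the single screening dose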;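 further: 0% = DMSO control wells and 100% = blanks with heterologous ssDNA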
Target sequence (Q06609 whole entry, looked up): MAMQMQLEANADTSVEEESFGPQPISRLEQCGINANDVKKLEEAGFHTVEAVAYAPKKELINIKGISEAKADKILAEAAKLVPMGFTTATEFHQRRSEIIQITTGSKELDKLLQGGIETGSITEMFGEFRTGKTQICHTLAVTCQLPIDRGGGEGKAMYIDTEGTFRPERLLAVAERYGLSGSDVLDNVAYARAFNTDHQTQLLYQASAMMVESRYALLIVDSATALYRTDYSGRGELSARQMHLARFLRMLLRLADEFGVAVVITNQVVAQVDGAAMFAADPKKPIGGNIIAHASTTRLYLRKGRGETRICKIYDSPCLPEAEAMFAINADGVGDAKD
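Test system – preformed human Rad51 ssDNA filaments · Reagent – Donor/quencher-labelled 47-bp dsDNA substrate · Incubation – 37 °C 15-min filament assembly, 30-min compound preincubation, 15-min exchange · Signal – FRET fluorescence dequenching, excitation 485 nm, emission 520 nm · Read-out – percent inhibition from fluorescence, normalised to plate control and blank means · Benchmarks – plate control and blank wells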
Mdm2 ligase inh: Mdm2 E3 ligase (human) inhibition; Q00987; cell-based MDM2 ubiquitination luciferase reporter, 2 h; 0 = plate control, 100 = twice control, blank-subtracted; signal enhancement, % at 5 µM; 210,000 tested, 0.11% active; AID 1230;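 active means signal enhancement of 30% or more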;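 further: luminescence tracks abundance of the self-degrading MDM2-luciferase fusion protein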
Target sequence (Q00987 whole entry, looked up, the tested form may be a part): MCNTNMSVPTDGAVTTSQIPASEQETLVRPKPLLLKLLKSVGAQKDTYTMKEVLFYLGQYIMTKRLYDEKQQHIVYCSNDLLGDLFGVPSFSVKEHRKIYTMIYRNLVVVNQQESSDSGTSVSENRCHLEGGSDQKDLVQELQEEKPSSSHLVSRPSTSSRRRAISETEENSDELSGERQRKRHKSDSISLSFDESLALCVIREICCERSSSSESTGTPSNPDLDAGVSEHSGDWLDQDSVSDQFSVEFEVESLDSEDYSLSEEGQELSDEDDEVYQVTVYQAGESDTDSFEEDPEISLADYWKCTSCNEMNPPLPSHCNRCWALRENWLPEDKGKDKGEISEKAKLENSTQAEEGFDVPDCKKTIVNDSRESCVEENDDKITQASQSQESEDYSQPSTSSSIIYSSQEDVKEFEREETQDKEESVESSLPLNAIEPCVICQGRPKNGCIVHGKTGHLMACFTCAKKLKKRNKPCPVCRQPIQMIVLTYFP
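test system = mammalian cells stably expressing self-ubiquitinating, self-degrading MDM2 E3–luciferase fusion | quantity = 2000 cells/well | incubation = cell settling 4 h, compound treatment 2 h, both 37 °C | signal = luminescence with SteadyLite reagent, 15 min at room temperature | evaluation = % enhancement relative to plate controls after blank subtraction | benchmarks = plate controls and plate blanks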
L929 necroptosis: L929 zVAD cell death inhibition | viability rescue, % at 10 µM | 220,000 tested, 0.38% active | L929 zVAD necroptosis rescue, ATP luminescence, 24 h; with zVAD 60 µM | AID 1377;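 active means activation, scaled between plate controls, above about 75%, limit read from the data; inactive means activation under that limit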;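 further: 0% = zVAD with DMSO and 100% = DMSO alone without zVAD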
Cl transport mod: KCC2 (human) Cl- transport modulation | KCC2 cells, thallium flux FluoZin-2 fluorescence | B-score of Tl+ flux slope (higher = more flux/activation; lower = inhibition) at 10 µM | 190,000 tested, 2.2% active;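 active means thallium flux slope and its plate-corrected score both differing from the plate sample mean at a set confidence after two filtering rounds, in either direction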;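 further: slope of fluorescence scaled to starting intensity during 10 to 20 s after thallium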
PERK inh: human PERK inhibition, primary cell-based screen. Q9NZJ5. CHO PERK-DD fusion, SEAP luminescence translation reporter. inhibition, % at 5.6 µM. 220,000 tested, 0.17% active. AID 1416;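 active means inhibition above the mean inhibition of all tested compounds plus 3 SD, set separately per screening campaign, cut at about 2.9% in these data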;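 further: PERK kinase domain activated by AP20187 dimerizer at 100 nM; 0% = DMSO with dimerizer and 100% = rapamycin at 8.4 µM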
TNF necrop inh: inhibitors of TNF-alpha induced necroptosis in Jurkat FADD-/- cells; Jurkat FADD-/- TNF necroptosis rescue, ATP luminescence, 24 h; 0 = TNF only, 100 = no-TNF cells; activation (protection from cell death), % at 10 µM; 220,000 tested, 0.068% active; AID 463075;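 active means activation, meaning protection from cell death, of at least 50% relative to plate controls; inactive means activation below 50%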;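 further: necroptosis triggered by 40 ng/mL TNF-alpha added together with compound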
The depositor's hits bear a star; x = no result given; [ ] = remark or other dose.

Below each SMILES: eIF4E 4G PPI	Calpain2 inh	EBV gp42 inh	Rad51 HR inh	Mdm2 ligase inh	L929 necroptosis	Cl transport mod	PERK inh	TNF necrop inh
> O=C(c1ccco1)N(CC1CCCO1)c1nc(-c2ccccc2)cs1 (centres undefined)
    -1	-13	-3	2	-14	1.1	-1.8	-0.8	-2.6
> CCn1nnnc1SCC(=O)c1cccc(OC)c1
    -8[fluorescence artefact?]	-14	1	0	-15	-0.2	0.013	0.5	0.8
> Cc1cc(C)c(S(=O)(=O)N2CCCOC2CNC(=O)C(=O)NCCC2=CCCCC2)c(C)c1 (centres undefined)
    30[fluorescence artefact?]	31	-2	8	0	0.0	-1.7	1.0	3.3
> O=C(NCCO)c1ccc(CSc2nc3ccccc3[nH]2)cc1
    18	1	3	-17	12	0.8	-0.73	0.0	0.2
> CCc1ccc(NC(=S)Nn2cnnc2)cc1
    -1	11	-24	2	8	2.3	0.013	1.4	-0.1
> CCOC(=O)N1CCN(C(=S)NC(=O)c2ccc(Br)cc2)CC1
    2	17	-15	-2	-19	-0.5	17*	1.3	-0.8
> CCCC(C(=O)NC1=NCCS1)c1ccccc1 (centres undefined)
    -3	15	-6	6	-4	-0.1	-0.58	-0.1	0.1
> Cn1nc(-c2ccc(C(=O)NCCO)cc2)c2ccccc2c1=O
    -2	2	-10	-19	1	0.2	-1.3	1.8	-1.2
> CCn1c(NCc2ccc(N(C)C)cc2)nc2ccccc21
    13	15	-21	-1	-32	0.1	0.41	-0.9	0.6
> COc1cccc(-n2c(=O)n(Cc3ccccc3)c(=O)c3[nH]cnc32)c1
    1	19	-14	-4	-13	-0.7	0.068	0.1	-1.0
> CCCC1=[N+](CC)CCn2c(C)ccc21
    5[fluorescence artefact?]	-25	-36	-7	3	-0.2	-0.028	0.9	-4.0
> CCOC(=O)c1ccc(NC(=S)NCCc2ccccc2F)cc1
    -6	26	26	16	-17	7.1	0.73	0.3	3.2
> O=C(c1ccco1)N1CCN(Cc2ccc(Cl)cc2)CC1
    5[fluorescence artefact?]	-13	6	-4	-7	-0.3	0.008	0.3	-3.5
> CCCn1c(=O)c(C(=O)NNS(=O)(=O)c2ccc(C)cc2)c(O)c2ccccc21
    0	-117	-9	6	-1	2.0	-2.4	1.0	1.5
> O=C(NCCC1=CCCCC1)c1cnccn1
    2	-61	-17	-3	-2	-1.6	x	0.3	-0.5
> O=C1CC(=O)N2N=C(c3ccc([N+](=O)[O-])cc3)SC2=N1
    2[fluorescence artefact?]	-13	-13	x	x	1.8	0.55	-0.2	1.4
> CC(/C=N/NC(=S)Nc1cccc(S(=O)(=O)N(C)C)c1)c1ccccc1 (centres undefined)
    14	5	-15	-6	1	1.7	0.55	0.7	2.1
> CC(C)C(NS(=O)(=O)c1ccc2c(c1)oc(=O)n2C)C(=O)N1CCN(C2CCCCC2)CC1 (centres undefined)
    -2[fluorescence artefact?]	-19	-1	-2	-9	-1.0	x	1.2	0.4
> CCCNC(=O)CCn1c(=S)oc2ccccc21
    -6	-10	-5	x	0	0.0	0.8	0.3	2.9
> N#Cc1nc(COc2ccccc2F)oc1NCc1ccc(F)cc1
    7	10	-4	-6	-5	0.3	x	0.0	-0.6
> CCN1CCN(C(=O)c2ccc3c(=O)n(C4CCCC4)c(=S)[nH]c3c2)CC1
    -3	-31	1	-2	-7	-0.1	x	-0.1	-0.9
> CCOC(=O)C1=NOC2C(=O)N(c3ccc(Cl)cc3Cl)C(=O)C12 (centres undefined)
    0	-17	-19	13	20	0.0	0.65	0.7	1.3
> CCOC(=O)C1=C(C)Nc2ncnn2C1c1ccc(N(C)C)cc1 (centres undefined)
    -1	-3	-12	-7	-10	0.8	0.32	-0.3	-0.5
> COc1ccc2c(c1)C(=O)OC2CC(=O)O (centres undefined)
    -12	27	-1	-4	-5	-0.4	0.33	0.3	-1.6
> CCCC(O)(CCN1CCCCC1)c1ccc(OCC)cc1 (centres undefined)
    -1	-16	-6	9	-6	0.6	-1.1	0.8	2.6
> Cc1c(C)c2c(C)nn(-c3ccccc3)c2[nH]c1=O
    5	-27	-24	9	-14	0.0	0.023	0.5	-1.1
> O=C(O)c1ccc2c(c1)C(=O)N(c1cc(C(=O)O)ccc1Br)C2=O
    -4[fluorescence artefact?]	17	-23	-2	-9	1.4	0.23	1.1	2.2
> CCN(C(=S)Nc1cccnc1)c1cccc2ccccc12
    1	-42	-13	x	x	-1.4	-0.38	-0.5	-0.5
> Cc1cc(NC(=O)c2cccc(S(=O)(=O)N3CC(c4ccccc4)CC3=O)c2)no1 (centres undefined)
    5	-5	-3	-3	-2	1.3	-5.4*	-0.5	-1.1
> CC(C)Oc1ccc(C2CC(=O)NC3=C2C(=O)CCC3)cc1 (centres undefined)
    -4	-2	-11	3	-24	-0.1	0.43	0.5	-3.2
> Cc1ccc(O)c(C(=O)c2cnc3c(c2)CN(CCC(C)C)C(=O)N3)c1
    -6	6	-12	-2	-11	0.5	x	-0.3	0.3
> CC(C)(CO)NS(=O)(=O)c1ccc2c(c1)oc(=O)c1cc(S(=O)(=O)NC(C)(C)CO)ccc12
    3	1	-13	-2	2	0.5	-0.035	0.4	-1.0
> Cc1ccc(-n2nc3c(c2NC(=O)c2c(-c4ccccc4Cl)noc2C)CSC3)cc1
    -3	-30	-18	9	-14	0.1	-1.8	-0.1	-1.3
> Cc1cc(Cl)ccc1N1C(=O)CC(SCCC(=O)O)C1=O (centres undefined)
    3	-10	-17	12	-4	-0.7	1.3	0.5	0.1
> CCOC(=O)c1cnc(SC)nc1N1CCCC1
    -1	1	-3	8	-8	0.1	-0.14	0.7	-0.5
> Cc1cc(NC(=O)CSc2nc3ccsc3c(=O)n2Cc2ccccn2)n[nH]1
    6[fluorescence artefact?]	-34	22	2	-17	2.9	x	0.3	-8.8
> Cc1ccc2c(c1)nnn2C1CCN(S(=O)(=O)c2ccc(C(=O)O)cc2)CC1
    -1	-29	0	0	-5	0.5	0.92	0.4	-0.4
> Cn1nc(C(=O)NNc2c(F)c(F)cc(F)c2F)c2ccccc2c1=O
    -1	45	-10	-8	-11	0.5	0.69	-0.5	-0.9
> NS(=O)(=O)c1ccc2nc(NC(=O)c3ccc(Br)o3)sc2c1
    8	4	12	-2	-11	3.9	0.82	0.6	-0.1
> COC(=O)C1=C(C)N(Cc2ccc(C)cc2)C(=O)C1
    -1[fluorescence artefact?]	12	35	-6	-1	0.1	0.24	1.6	-1.4

In the list so far, 5 have an NH in an aromatic ring.
Below each SMILES: eIF4E 4G PPI	Calpain2 inh	EBV gp42 inh	Rad51 HR inh	Mdm2 ligase inh	L929 necroptosis	Cl transport mod	PERK inh	TNF necrop inh
> O=C(NCCO)c1ccc(CSc2nc3ccccc3[nH]2)cc1
    18	1	3	-17	12	0.8	-0.73	0.0	0.2
> COc1cccc(-n2c(=O)n(Cc3ccccc3)c(=O)c3[nH]cnc32)c1
    1	19	-14	-4	-13	-0.7	0.068	0.1	-1.0
> CCN1CCN(C(=O)c2ccc3c(=O)n(C4CCCC4)c(=S)[nH]c3c2)CC1
    -3	-31	1	-2	-7	-0.1	x	-0.1	-0.9
> Cc1c(C)c2c(C)nn(-c3ccccc3)c2[nH]c1=O
    5	-27	-24	9	-14	0.0	0.023	0.5	-1.1
> Cc1cc(NC(=O)CSc2nc3ccsc3c(=O)n2Cc2ccccn2)n[nH]1
    6[fluorescence artefact?]	-34	22	2	-17	2.9	x	0.3	-8.8

More compounds.
Below each SMILES: eIF4E 4G PPI	Calpain2 inh	EBV gp42 inh	Rad51 HR inh	Mdm2 ligase inh	L929 necroptosis	Cl transport mod	PERK inh	TNF necrop inh
> N#C/C(=N\Nc1ccc([N+](=O)[O-])cc1)C(N)=S
    1	26	-45	8	-19	1.5	-0.8	-0.3	-4.7
> COc1ccccc1/C=C1\SC(=S)N(CCC(=O)NCCCN2CCOCC2)C1=O
    2	-24	-6	-1	-10	0.3	-1	0.1	3.3
> COc1ccccc1/C=C/C(=O)OCC(=O)Nc1c(F)cccc1F
    5	-38	3	0	0	1.6	-1.4	0.8	0.0
> CCNC(=O)CON=C1c2ccccc2-c2ccccc21
    3	-7	-9	2	1	1.7	x	1.0	0.4
> Cc1cc(NC(=O)CSc2ncnc3c2cnn3-c2cccc(Cl)c2)no1
    2	-5	-12	9	-4	0.9	0.41	1.9	0.0
> CCOC(=O)c1sc(NC(=O)c2ccc(Cl)s2)cc1C
    -1	-90	3	-7	4	4.8	x	0.4	-1.0
> Cc1cccc2c1N(CCOc1ccc(C(C)(C)C)cc1)C(=O)C2=O
    6[fluorescence artefact?]	4	6	-12	-2	0.8	1.9	0.5	-0.2
> O=C(NCCC(c1ccccc1)c1ccccc1)c1cnccn1
    0	-16	-16	x	4	-0.4	-1.4	-0.4	0.3
> C/C=C/COc1nc2c(c(=O)n(C)c(=O)n2C)n1C
    2[fluorescence artefact?]	-16	-8	2	-12	-0.1	-0.058	0.9	-0.7
> c1ccc(-c2nc(NCC3CCCO3)c3ccccc3n2)nc1 (centres undefined)
    -7	11	-4	4	-27	0.7	0.79	-2.0	-6.4
> O=C1[C@@H]2[C@H](Cc3ccc(O)cc3)N[C@]3(C(=O)Nc4ccccc43)[C@@H]2C(=O)N1c1ccc(F)cc1
    2	9	-6	-9	-8	-0.4	x	-1.1	-0.2
> NS(=O)(=O)c1cnccc1Nc1ccc(Cl)cc1
    5	-6	-3	-3	-4	0.5	x	2.0	-0.9
> COc1ccc2c(c1)O[C@H](c1ccc3c(c1)OCO3)[C@@H](O)C2=O
    9	9	-20	-10	x	79*	-0.042	1.2	2.1
> O=S(=O)(/N=C(/Nc1cc(N2CCOCC2)ncn1)c1ccccc1)c1ccccc1
    -19[fluorescence artefact?]	-21	-16	-2	x	0.8	0.079	1.0	-0.8
> Cc1nn(-c2ncc(C(F)(F)F)cc2Cl)c(=O)n1-c1cccc(F)c1
    -1	-21	4	-1	-11	1.9	-0.00064	-0.2	1.6
> Cc1ccc(/C=C/C(=O)Nc2cc(=O)n(C)c(=O)n2C)o1
    -20	12	-5	13	-4	-0.8	0	1.1	-0.8
> CCOC(=O)c1ccc(NC(=O)CCc2nc(-c3cccc(C)c3)no2)cc1
    2	24	-21	1	-18	0.2	0.61	-0.4	0.5
> CC(C)N(C(=O)COC(=O)c1cncc(Br)c1)C(C)C
    1	12	-4	1	-14	1.2	0.017	0.8	1.0

An excerpt taken from the entries so far, as a working copy:
Below each SMILES: eIF4E 4G PPI	Calpain2 inh	EBV gp42 inh	Rad51 HR inh	Mdm2 ligase inh	L929 necroptosis	Cl transport mod	PERK inh	TNF necrop inh
> CCOC(=O)c1ccc(NC(=O)CCc2nc(-c3cccc(C)c3)no2)cc1
    2	24	-21	1	-18	0.2	0.61	-0.4	0.5
> CC(C)N(C(=O)COC(=O)c1cncc(Br)c1)C(C)C
    1	12	-4	1	-14	1.2	0.017	0.8	1.0

Compound activity deposited in PubChem BioAssay by several laboratories.
